Screens: PubChem, Broad Institute
miR-122 sensor: miR-122 Renilla sensor signal increase in Huh7, primary screen, miR-122 inhibitor project, cell-based, single point, plate reader. 340,000 tested, 0.3% active. AID 602342, 2012. activation (reporter increase), % at 12.5 µM. Huh7 miR-122 Renilla luciferase sensor, 48 h; neutral wells = 0, positive control = 100;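 active = mean replicate activation score at least 90 and every replicate individually at or above 90; inconclusive = only one of the two criteria met; inactive = neither criterion met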;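 note: higher luciferase means less miR-122 activity so hits act as miR-122 inhibitors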
PGC1a acetyl inh: inhibitors of PGC1a acetylation signal, primary screen, cell-based, U2OS, AlphaScreen, inhibitor mode | AlphaScreen anti-acetyl-lysine; with virally co-expressed GCN5 acetyltransferase | inhibition, % at 15.6 µM | 350,000 tested, 0.17% active | AID 651687, 2012;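 active = every replicate shows inhibition of at least 40%; inconclusive = mean inhibition at least 40% but some replicate below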;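 note: 0% = neutral control wells and 100% = positive control wells; some results beyond the cut were filed as inactive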
ERAP1 inh: human ERAP1 aminopeptidase inhibitors, primary screen, biochemical, single point, plate reader; 340,000 tested, 0.15% active; recombinant ERAP1, Leu-AMC fluorescence, 60 min; Endoplasmic reticulum aminopeptidase 1 (Homo sapiens), Q9NZ08; inhibition, % at 10.7 µM;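 active = mean replicate inhibition of at least 30%, or all replicates individually reaching that 30% level; inactive = mean below 30% and not every replicate reaching it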;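 note: 0% = neutral control wells and 100% = L-leucinethiol positive control wells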
E-selectin induc: E-selectin induction in HUVECs, primary screen, imaging, HUVEC, immunofluorescence imaging, single point | 260,000 tested, 0.37% active | normalized: neutral wells 0, TNF-alpha wells 100 | activation, % at 7.58 µM;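 active = mean E-selectin-positive cell signal at least 10% of the positive control, reached in at least 60% of replicates, without over 20% cell loss; inconclusive = no rule given, readout overlaps actives, possibly toxicity-flagged; inactive = the rest, including those meeting only one limit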;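 note: in these data hits start at about 27%; measured in HUVEC primary endothelial cells; signal is the percent of cells scored E-selectin positive by PE staining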
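Read-out basis: % PE-positive cells; Test system: HUVEC primary endothelial cells; Technique: immunofluorescence imaging; Dosing: single-point compound dose.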
RAD52 anneal inh: RAD52 DNA annealing inhibitors, primary screen, biochemical, FRET, single point, set 2; recombinant RAD52 DNA annealing, FRET fluorescence; inhibition, % at 18.7 µM; 360,000 tested, 0.46% active; AID 651710, 2012;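 active = every replicate showing at least 50% inhibition; inconclusive = mean inhibition at least 50% but not in every replicate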
RAD54 branch: inhibitors of human RAD54 branch migration, primary screen, biochemical, fluorescence, single point; RAD54 Holliday junction branch migration, FAM/BHQ fluorescence; 360,000 tested, 0.14% active; inhibition, % at 10.4 µM;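 active = mean normalized replicate activity at least 40 and at least half of replicates scoring 40 or more; inconclusive = only one of the two criteria met; inactive = mean below 40 and under half of replicates reaching 40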;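 note: 0% = median of neutral control wells and 100% = median of positive control wells; inhibitors cause a drop in the FAM fluorescence signal; in these data hits start at about 50%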
Target sequence (Q92698 whole entry, looked up): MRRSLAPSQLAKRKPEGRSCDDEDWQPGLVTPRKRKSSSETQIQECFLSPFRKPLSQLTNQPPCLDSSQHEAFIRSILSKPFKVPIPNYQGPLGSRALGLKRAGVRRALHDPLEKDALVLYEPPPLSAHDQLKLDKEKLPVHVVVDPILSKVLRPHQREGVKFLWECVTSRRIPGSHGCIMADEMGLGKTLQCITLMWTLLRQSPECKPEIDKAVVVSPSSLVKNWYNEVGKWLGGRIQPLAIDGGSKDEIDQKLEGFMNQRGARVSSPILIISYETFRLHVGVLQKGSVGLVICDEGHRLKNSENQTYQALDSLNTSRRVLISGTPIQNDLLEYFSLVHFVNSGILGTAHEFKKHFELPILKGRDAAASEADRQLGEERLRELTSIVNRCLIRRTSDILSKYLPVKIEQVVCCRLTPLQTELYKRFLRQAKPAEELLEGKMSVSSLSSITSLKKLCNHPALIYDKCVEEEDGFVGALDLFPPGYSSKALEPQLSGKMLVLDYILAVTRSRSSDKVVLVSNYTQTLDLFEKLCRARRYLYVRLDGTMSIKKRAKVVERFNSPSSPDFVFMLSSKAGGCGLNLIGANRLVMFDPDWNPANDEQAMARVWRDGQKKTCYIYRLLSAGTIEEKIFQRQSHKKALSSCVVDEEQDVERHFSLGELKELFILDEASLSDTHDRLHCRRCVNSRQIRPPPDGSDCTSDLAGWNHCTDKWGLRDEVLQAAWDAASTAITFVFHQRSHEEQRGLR
Cneo AK release: Cryptococcus neoformans cell lysis inducers, primary screen, AK release luminescence, single concentration; C. neoformans lysis, adenylate kinase release luminescence, 4 h; normalised: neutral wells 0, clomiphene wells 100; lysis activity, % at 15 µM; 360,000 tested, 0.2% active; AID 651654, 2012;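 active = mean lysis activity across replicates of at least 80%, whatever share of replicates individually reach that level; inactive = mean lysis activity below 80%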
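Test system: log-phase Cryptococcus neoformans yeast cells. Input: 5 × 10^6 yeast cells/mL. Medium: fresh YPD growth medium. Doses: single dose. Incubation: static 4 h at 37 °C with compound, 1 h detection. Measured by: luminescent adenylate kinase detection reagent. Read-out: signal increase indicating cell lysis. Benchmarks: Clomiphene.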
PglD inh: C. jejuni PglD acetyltransferase inhibitors, primary screen, biochemical, DTNB colorimetric, single point. AID 602405, 2012. inhibition, % at 12.5 µM. 360,000 tested, 0.098% active. UDP-N-acetylbacillosamine N-acetyltransferase PglD (Campylobacter jejuni). purified PglD enzyme, DTNB colorimetric CoA detection; in the data active = inhibition above about 16%, passing the limit was not always enough; inconclusive = no clear call, values can overlap the other calls; note: strong numbers were not always called active
Starred values were filed as active, the others as inactive; ? = inconclusive; nt = not tested or not shown; & = joins results of further samples; [ ] = another dose, or the depositor's remark.

SMILES | miR-122 sensor | PGC1a acetyl inh | ERAP1 inh | E-selectin induc | RAD52 anneal inh | RAD54 branch | Cneo AK release | PglD inh
O=C(CCN1C(=O)/C(=C\c2ccc(F)cc2)SC1=S)Nc1ccccc1 | nt | nt | 2 | 2.4 | -9 | -16 | -2 | 1
COc1ccc(NC(=O)Nc2ccc3c(c2)C(=O)N([C@H](C)CO)C[C@H](C)[C@@H](CN(C)C(=O)Nc2c(C)noc2C)OCCCC[C@@H](C)O3)cc1 | 3[16.7 µM] | 3 | 3 | -0.2 | -2 | 3 | -3 | 0
S=c1[nH]nc(-c2ccc3ccccc3n2)n1-c1ccc2ncccc2c1 | -3 | nt | 2 | -0.2 | -17 | nt | nt | nt
CCOC(=O)C1(CC2CC2)CCN(S(=O)(=O)C[C@]23CC[C@H](CC2=O)C3(C)C)CC1 | nt | -13 | -2 | -1.4 | -10 | nt | nt | nt
CCN(CCCNC(=O)CN1C(=O)COc2ccc(S(=O)(=O)N3CCC(C)CC3)cc21)Cc1ccccc1 | 4 | 0 | -2 | nt | -12 | 12 | -2 | 3
COC(=O)C1CN(C(=O)COc2ccccc2)c2ccccc2O1 (configuration not stated) | 3 | 6 | 0 | -0.2 | -8 | -10 | -2 | 0
CCCCN(C(C)=O)c1c(CC)nc2ccc(C(=O)NCCOc3ccc(OC)cc3)cn12 | -1 | -1 | 5 | -0.1 | -14 | -1 | 0 | 0
CN(CC(=O)Nc1ccc(F)cc1)C(=O)CCc1ccccc1 | 1 | nt | -3 | 0.0 | -1 | -2 | 0 | -5
CN(C)N(C)C(=O)C(O)(c1ccccc1)c1ccccc1 | -5 | -2 | 4 | nt | -22 | nt | nt | nt
Fc1ccc(CSc2nnc(-c3ccncc3)o2)cc1 | -3 | 3 | 5 | nt | -1 | -10 | 4 | 7
COc1ccc2c3c([nH]c2c1)[C@H](CO)N(C(=O)Nc1cccc(F)c1)CC31CCN(S(=O)(=O)c2cccc(C)c2)CC1 | nt | -21 | 0 | -0.1 | -4 | nt | nt | nt
Cc1ccc(S(=O)(=O)N2CCN(C(=O)c3sccc3C)CC2)cc1 | -6 | -2 | 1 | 1.7 | -6 | -8 | 0 | 9
COc1cc2nc(SCc3ccc(F)cc3)n(Cc3cccs3)c(=N)c2cc1OC | -5 | 5 | nt | nt | nt | -6 | 1 | -5
CCCNC(=S)NCc1ccc(Cl)cc1 | 2 | -3 | nt | nt | nt | 4 | 0 | 4
O=C(CCc1nc2sc3c(c2c(=O)[nH]1)CCCC3)NCCc1ccc(F)cc1 | 5 | -11 | -3 | -0.1 | -35 | -2 | -5 | -1
CCN1CCN(C(=O)c2cc3cc(Cl)ccc3[nH]2)CC1 | 0 | 8 | 0 | 0.3 | -23 | 6 | 0 | 2
C[C@H](CO)N1C[C@H](C)[C@@H](CN(C)Cc2ccccc2)OCCCC[C@H](C)Oc2ccc(NS(C)(=O)=O)cc2C1=O | -4[16.7 µM] | 2 | 0 | 0.3 | -3 | -1 | 0 | 2
CCS(=O)(=O)Nc1ccc2c(c1)C(=O)N(C)[C@@H]1CC[C@@H](CC(=O)NCc3ccc(OC)cc3)O[C@@H]1CO2 | -4[16.7 µM] | 4 | -2 | 0.2 | -8 | 12 | 0 | -4
C/C(=N\N=C\c1ccccc1)c1nnn(-c2nonc2N)c1C | 6 | nt | nt | nt | nt | -1 | 0 | 0
O=C(Nc1ccccn1)c1ccc2ccccc2c1O | 3 | 23 | 4 | 0.1 | -14 | 7 | -5 | -1
C[C@@H]1CN([C@@H](C)CO)C(=O)c2ccccc2-c2ccccc2CO[C@H]1CN(C)S(=O)(=O)c1ccccc1 | nt | -2 | 0 | 0.1 | 7 | 2 | 0 | 4
COC(=O)c1sc(OC)cc1OCc1ccc(C)cc1 | 1 | 3 | nt | nt | nt | 3 | 1 | -3
COc1cccc(OCc2nc3c4cnn(-c5ccccc5)c4ncn3n2)c1 | -3 | 7 | nt | nt | nt | 10 | -1 | -1
O=C(C[C@@H]1C[C@@H]2c3cc(NC(=O)Nc4ccccc4)ccc3O[C@@H]2[C@H](CO)O1)NCc1cccnc1 | 5[16.7 µM] | -1 | nt | 0.1 | nt | 3 | 1 | 1
C[C@H](CO)N1C[C@H](C)[C@@H](CN(C)CC2CCCCC2)Oc2ccc(NS(=O)(=O)c3cccs3)cc2C1=O | 5[16.7 µM] | nt | -2 | 1.2 | 8 | 8 | -6 | 0

Going on with the list:
SMILES | miR-122 sensor | PGC1a acetyl inh | ERAP1 inh | E-selectin induc | RAD52 anneal inh | RAD54 branch | Cneo AK release | PglD inh
CCN(Cc1ccccc1)c1ccc(/C=N/N=C(N)N)cc1 | -23 | nt | -103 | nt | 92* | 7 | 4 | -1
CCn1c(SCC(=O)c2ccc3c(c2)OCCO3)nnc1C(C)C | 6 | 3 | nt | nt | nt | -5 | -1 | 3
[N-]=[N+]=Nc1ccccc1C[C@@]1(C(=O)N2CCOCC2)N=C(c2ccc(OCCCO)cc2)O[C@@H]1c1ccccc1 | nt | -19 | 1 | nt | 12 | 2 | 2 | 1
CCN1CCN(CC(=O)Nc2ccc(OC(F)(F)F)cc2)CC1 | 1 | nt | -1 | 0.2 | 1 | -5 | 0 | -1
CC1CCCC(NC(=O)COC(=O)COc2ccccc2Cl)C1C (configuration not stated) | nt | 3 | 1 | -0.1 | -12 | nt | nt | nt
COc1ccc(S(=O)(=O)Nc2cc3c(C(C)=O)c(C)oc3c3ccccc23)cc1 | ? | -8 | nt | nt | nt | -5 | 1 | 5
Cc1noc(C)c1NC(=O)N(C)C[C@@H]1Oc2ccc(NC(=O)C3CCCCC3)cc2C(=O)N([C@@H](C)CO)C[C@H]1C | 1[16.7 µM] | 3 | -2&-4 | -0.2&0.0 | 7&-13 | 1&-6 | -8&5 | 3&6
C#CCN(C)Cc1ccccc1 | 5 | -4 | -2 | ? | -12 | 5 | 1 | 1
CCC(C)NC(=O)c1cn(-c2cccc(OC)c2)c(=O)c2ccccc12 (configuration not stated) | 1 | -3 | 2 | 0.9 | -4 | -1 | 3 | -3
O=C(CN1CCN(Cc2ccccc2Cl)CC1)N/N=C/C=C/c1ccccc1[N+](=O)[O-] | -4 | nt | -4 | 1.4 | -3 | -2 | -1 | 1
CNC[C@H]1Oc2ccc(NC(=O)NC3CCCCC3)cc2C(=O)N([C@H](C)CO)C[C@H]1C | 2[16.7 µM] | 3 | -4 | 0.0 | -4 | -8 | 0 | 0
CN(C)CC(=O)N1[C@@H](CO)[C@@H](c2ccccc2)C12CN(Cc1cccnc1)C2 | nt | -3 | -1 | 0.1 | 0 | nt | nt | nt
Cc1ccc(S(=O)(=O)Nc2ccc(C(=O)NCCCn3ccnc3)cc2)cc1[N+](=O)[O-] | nt | nt | -6 | 1.5 | -6 | 6 | -1 | 1
O=C(O)Cc1ccc2[nH]c3ccc(CC(=O)O)cc3c2c1 | 3 | -1 | nt | nt | nt | -13 | 0 | 1
C=CCNc1nc(N)c([N+](=O)[O-])c(NCCO)n1 | nt | 11 | 0 | 4.7 | -1 | nt | nt | nt
CCc1cccc(NC(=O)COC(=O)c2cc(=O)c3ccccc3o2)c1 | -8 | -3 | -1 | 0.1 | -1 | 2 | 0 | 1
CCC(=O)N1[C@H](C#N)[C@@H](c2ccccc2-c2cccc(C)c2)[C@H]1CO | nt | -17 | 3 | 0.1 | -11 | nt | nt | nt
O=S(=O)(N[C@@H]1CC[C@H](CCn2cc(-c3cccc(F)c3)nn2)O[C@H]1CO)c1ccc(F)cc1 | nt | -9 | -1 | 0.2 | -16 | -5 | -2 | -2
C/C(=N/NC(=O)c1cnccn1)c1cccs1 | 10 | 9 | nt | nt | nt | 4 | 10 | 2
CCOc1cccc(C2/C(=C(\O)c3ccc4c(c3)OCCO4)C(=O)C(=O)N2Cc2ccncc2)c1 (configuration not stated) | -4 | -3 | -1 | nt | -6 | -5 | 5 | 0
CCc1ccc(C(C(=O)NC2CCCC2)N(Cc2cccnc2)C(=O)c2csnn2)cc1 (configuration not stated) | nt | nt | -2 | nt | 2 | 5 | 0 | -1
CCOC(=O)Cc1csc(NC(=O)COc2ccc3ccccc3c2)n1 | 2 | -1 | nt | nt | nt | 4 | -1 | 0
Cc1ccccc1C(=O)N1CCCN(C(=O)c2ccccc2C)CC1 | nt | -3 | nt | nt | nt | -9 | 2 | 4
COc1ccc(NC(=O)CCCn2c(=O)c3sccc3n(Cc3ccccc3C)c2=O)cc1 | -2 | -5 | nt | nt | nt | 9 | 1 | -2
COc1ccc(NC(=O)Nc2ccc3c(c2)C(=O)N([C@H](C)CO)C[C@@H](C)[C@H](CN(C)C(=O)C2CCCCC2)OCCCC[C@H](C)O3)cc1 | -24[16.7 µM] | 2 | 0 | 0.4 | 4 | -3 | 2 | 1

(next part)
SMILES | miR-122 sensor | PGC1a acetyl inh | ERAP1 inh | E-selectin induc | RAD52 anneal inh | RAD54 branch | Cneo AK release | PglD inh
COc1ccc(S(=O)(=O)N2CCN(CC(O)CN3CCOCC3)CC2)cc1 (configuration not stated) | 12 | -10 | -2 | nt | -9 | -4 | -2 | -5
CN(c1ccccc1C(=O)N1CCOCC1)S(C)(=O)=O | 0 | -2 | nt | nt | nt | -15 | -4 | 0
COc1ccc(S(=O)(=O)Nc2ccc3c(c2)C(=O)N([C@H](C)CO)C[C@H](C)[C@@H](CN(C)C(=O)Nc2c(C)noc2C)O3)cc1 | 4 | 0&-4 | -1&3 | 0.3&0.5 | -5&-8 | -1&4 | 0&0 | -4&2
C[C@H](CO)N1C[C@H](C)[C@H](CN(C)C(=O)CN(C)C)Oc2ncc(C#C[C@@H](C)O)cc2C1=O | -3[16.7 µM] | 0 | 0 | -0.2 | -9 | 2 | -4 | -1
COc1ccc(C(CNS(=O)(=O)c2ccc(NC(C)=O)c(OC)c2)N2CCCC2)cc1 (configuration not stated) | 0 | 7 | -1 | 0.2 | -59 | 6 | 0 | 2
Cc1ccc(S(=O)(=O)NCCC(=O)O)cc1 | -5 | 10 | nt | nt | nt | -6 | 0 | -4
O=C(O)c1nnn(-c2cccc(C(F)(F)F)c2)c1-c1ccccc1 | 5 | 2 | nt | nt | -43 | -7 | -2 | 7
CO[C@@H]1CN(C)C(=O)c2cc(NC(C)=O)ccc2OC[C@@H](C)N(C(=O)c2ccc(F)cc2)C[C@@H]1C | nt | 12 | -1 | 0.2 | 3 | 1 | -4 | 3
CCOc1ccc(C(C)=O)cc1N1C(=O)C2C3C=CC(C3)C2C1=O (configuration not stated) | -9 | 13 | 1 | nt | 7 | -4 | -6 | -6

In the list so far, these contain a CF3 group.
SMILES | miR-122 sensor | PGC1a acetyl inh | ERAP1 inh | E-selectin induc | RAD52 anneal inh | RAD54 branch | Cneo AK release | PglD inh
CCN1CCN(CC(=O)Nc2ccc(OC(F)(F)F)cc2)CC1 | 1 | nt | -1 | 0.2 | 1 | -5 | 0 | -1
O=C(O)c1nnn(-c2cccc(C(F)(F)F)c2)c1-c1ccccc1 | 5 | 2 | nt | nt | -43 | -7 | -2 | 7
